# M4 PAM = positive allosteric modulators of human muscarinic M4 receptor. 360,000 tested, 0.4% active. P08173. CHO-K1 hM4/Gqi5, Fluo-8 calcium fluorescence, ACh EC20; 0% = ACh EC20, 100% = maximal ACh. activation, % at 3 µM;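 active means activation above its plate's cutoff, the mean activation of sample wells plus 3 SD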; further: some results filed as inactive read as strong as hits
# pCIP destab = p/CIP protein destabilization; Q05BA5; F442A p/CIP-EGFP cells, EGFP fluorescence, 16 h; decrease of EGFP signal, % at 10 µM; 290,000 tested, 0.01% active;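 active means EGFP signal decrease of at least 30% at 10 µM or well 3 SD below plate mean, unless failing retest; inactive means the rest, including hits failing retest or dose response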; further: some compounds called inactive have numbers as strong as hits; many of its hits are not listed in these tables
# CRFBP-R2 block = antagonists of CRF-binding protein/CRF-R2 receptor complex. inhibition, % at 11.8 µM. 350,000 tested, 0.59% active. HEK293 CRF-R2/CRF-BP, CRF-induced calcium fluorescence. AID 588475;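 active means inhibition of the ligand-induced calcium signal above about 50% at the single tested concentration, limit read from the data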
# CRFR2-BP ag = CRF-BP/CRF-R2 complex agonism; 350,000 tested, 0.46% active; HEK293 CRF-R2/CRF-BP, calcium dye fluorescence (FLIPR); percent of saturating CRF peptide response; activation, % at 13.2 µM; AID 588473;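 active means activation of at least 50%, plus an integration ratio under a set limit after plate pattern correction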;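 further: plate controls were neutral control wells without compound for no effect and CRF at EC100 for full effect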
# IDE cell activ = IDE (human) activation, cell-based. P14735. HEK cells, FAbeta-B cleavage, fluorescence polarization; 0% vehicle, 100% cell-free pure enzyme wells. activation, % at 5.96 µM. 340,000 tested, 0.073% active;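 active means activation above the mean of all tested compounds plus 3 SD, set per screening campaign, cut at about 17% in these data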
# PHOSPHO1 inh = blocks human PHOSPHO1 phosphatase activity; recombinant PHOSPHO1, absorbance phosphatase assay; 290,000 tested, 1.1% active; Q8TCT1; AID 1565; inhibition, % at 13.3 µM; in the data active means inhibition above about 60%
# GalR3 antagonist = blocks the human galanin receptor 3 | inhibition, % at 3 µM | 360,000 tested, 0.44% active | HEK293 GalR3-CNG cAMP membrane potential fluorescence; galR3 body fused to GalR1 C-terminus | O60755;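 active means inhibition above the screen-wide average plus 3 SD, cut at about 13% in these data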;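 further: forskolin and galanin both at EC90 stimulate the cells; cAMP rise reported by CNG channel membrane potential dye signal; 0% = forskolin plus galanin with DMSO and 100% = forskolin alone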
# IDE cell inh = cellular human IDE inhibition; 320,000 tested, 0.41% active; inhibition, % at 5.59 µM; AID 434962; HEK cells, FAbetaB cleavage, fluorescence polarization;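 active means percent inhibition above the average of all tested compounds plus 3 SD, set per screening campaign, cut at about 16% in these data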;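 further: IDE supplied by intact live HEK cells; FP after avidin binding of uncleaved biotin substrate so inhibition keeps polarization high; 0% = DMSO wells and 100% = 60 µM reference IDE inhibitor Ii1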
# MEKK3 PB1 HTS = MEKK3-MEK5 PB1 interaction, increase or decrease | 290,000 tested, 1.4% active | bead-based flow cytometry, Alexa488-MEK5 binding to MEKK3; actives lie on both sides; 0 = blocked by unlabeled MEK5, 100 = vehicle | binding response (% of control), % at 10 µM | Q99759;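 active means binding response more than 3 SD above or below the average of its plate-row segment, actives on both sides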;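 further: Alexa488 bead fluorescence after subtracting the streptavidin-only scavenger bead signal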
# Target sequence (Q99759 whole entry, looked up): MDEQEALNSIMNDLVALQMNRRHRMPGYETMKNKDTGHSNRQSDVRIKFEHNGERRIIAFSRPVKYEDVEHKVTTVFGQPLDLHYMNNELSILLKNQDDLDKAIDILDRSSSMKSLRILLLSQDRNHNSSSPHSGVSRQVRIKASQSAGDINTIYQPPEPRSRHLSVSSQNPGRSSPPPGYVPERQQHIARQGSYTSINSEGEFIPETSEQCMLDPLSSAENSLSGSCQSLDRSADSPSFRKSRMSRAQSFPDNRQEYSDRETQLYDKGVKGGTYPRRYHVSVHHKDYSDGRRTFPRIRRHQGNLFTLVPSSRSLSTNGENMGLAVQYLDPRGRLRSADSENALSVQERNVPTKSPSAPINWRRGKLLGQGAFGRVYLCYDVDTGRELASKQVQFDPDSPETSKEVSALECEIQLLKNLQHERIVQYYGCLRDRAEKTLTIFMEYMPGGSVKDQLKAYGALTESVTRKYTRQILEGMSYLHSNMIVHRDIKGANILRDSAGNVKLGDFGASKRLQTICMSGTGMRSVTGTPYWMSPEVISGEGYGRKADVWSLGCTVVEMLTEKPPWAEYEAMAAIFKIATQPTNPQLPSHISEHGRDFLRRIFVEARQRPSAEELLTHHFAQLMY
# * = called active by the depositor; x = no result given.
M4 PAM,pCIP destab,CRFBP-R2 block,CRFR2-BP ag,IDE cell activ,PHOSPHO1 inh,GalR3 antagonist,Molecule,IDE cell inh,MEKK3 PB1 HTS
3.9,-7.3,-7.6,1.0,7.2,-9.0,-5.9,CCOC(=O)Nc1nc(-c2ccc(F)cc2F)cs1,0.8,109.0
-1.4,-4.1,7.8,-1.0,-4.4,42.6,0.8,COc1ccc(S(=O)(=O)N(C)c2nc3ccccc3n3c(CC(C)C)nnc23)cc1,-1.9,103.0
4.3,-5.6,-1.3,0.6,5.2,8.4,-6.3,CN1CCC(N(C)C(=O)c2cc(=O)c3ccccc3o2)CC1,7.3,102.0
17.6,7.1,10.3,-0.9,-0.4,18.3,9.3,C/C(N)=C(/C#N)C(=O)CSc1nnnn1-c1ccccc1,-2.5,108.0
-11.2,9.9,-7.2,1.2,-2.1,23.5,-3.8,O=S(=O)(c1ccccc1)n1nc(-c2ccccc2)nc1NCc1ccco1,-1.2,103.0
2.9,-13.7,0.9,0.4,-4.6,28.3,-8.7,O=C(O)c1nn(-c2ccc(F)cc2)ccc1=O,2.5,101.0
2.6,-5.7,8.0,-2.5,7.3,18.5,2.5,COc1ccccc1NC(=S)N(Cc1ccccc1)Cc1cccnc1,1.9,101.0
2.0,-18.2,3.0,-1.2,-3.8,-3.8,-3.1,O=C(NN1C(=O)C2C3C=CC(O3)C2C1=O)c1cccc(O)c1 (stereo unspecified),-0.3,99.0
-4.4,0.4,-17.6,1.1,1.2,6.9,0.0,Cc1ccsc1/C=N/NC(=O)c1cc(-c2ccncc2)nc2ccccc12,-1.2,100.0
4.9,3.0,-4.2,0.3,3.1,46.0,-4.5,COc1ccc(CCN(C)CCC(=O)Nc2cccc(C)c2)cc1OC,2.1,106.0
5.8,-1.5,9.6,-2.0,6.4,20.2,x,Cn1nc(-c2ccccc2)c2ncc(C(F)(F)F)cc21,1.1,97.0
11.8,9.9,-4.1,1.8,3.9,-37.4,-0.9,COc1cc2cc(CN(CCN3CCOCC3)C(=O)Nc3ccc(F)cc3)c(=O)[nH]c2cc1OC,7.8,112.0
3.8,1.2,4.5,0.0,4.8,27.7,2.9,O=C(C1=NNCC1c1ccccc1)C1OC1c1ccccc1 (stereo unspecified),4.7,97.0
-1.9,x,4.8,-2.9,2.6,x,0.0,CCc1ccc(OCC(=O)NNC(=O)Cc2c(F)cccc2Cl)cc1,1.3,x
-3.9,14.4,-0.5,-0.6,4.2,20.5,4.5,Cc1ccc(S(=O)(=O)NCCCCCC(=O)Nc2c(C)n(C)n(-c3ccccc3)c2=O)cc1,4.3,90.0
5.9,x,-5.2,-0.5,2.6,x,-6.7,O=C(O)C(c1cccs1)C1(O)CCCCC1 (stereo unspecified),x,x
-6.5,-25.6,-4.8,-1.4,1.4,-20.9,-1.2,Oc1ccc(/C=N/Nc2ccc(C(F)(F)F)cn2)cc1,-0.7,x
1.7,-7.9,-2.1,-9.2,6.3,41.4,-0.5,COc1ccc(NC(=O)CSC(C)c2nc3ccccc3c(=O)[nH]2)cc1 (stereo unspecified),-1.4,102.0
3.6,-13.5,-30.7,0.0,-2.1,-2.9,-7.3,Cc1cc(C)nc(NC(=O)Nc2ccccc2C(F)(F)F)n1,-0.4,86.0
6.8,-46.1,35.1,5.7,5.5,-21.8,-1.8,CC(=N\O)/C(CN(C)C)=N/O,-1.3,105.0
-4.5,-13.7,-2.7,0.0,-4.5,13.3,-0.3,CC1(C(=O)N2CC3(CC(c4cccc(NC(=O)CC(c5ccccc5)c5ccccc5)c4)=NO3)C[C@@H]2C(N)=O)CC1 (stereo partly specified),0.7,93.0
6.9,-4.0,6.2,-2.2,1.9,4.6,x,Cc1ccc(NC(=O)C2CCN(S(=O)(=O)c3cccs3)CC2)cc1C,4.3,108.0
10.1,x,6.0,-0.2,0.8,x,-1.8,O=C(COC(=O)c1cccs1)Nc1nnc(-c2ccccc2)o1,6.0,x
5.8,x,6.1,16.7,8.9,x,-6.6,C[C@H](CCC(=O)O)[C@H]1CC[C@H]2[C@@H]3CC[C@@H]4C[C@H](O)CC[C@]4(C)[C@H]3CC[C@]12C,1.0,x
-4.0,2.0,-7.1,-0.9,-1.6,2.3,-2.5,CCOC(=O)Nc1cccc(Cl)c1C,5.8,98.0

# Gathered by group: the compounds so far containing a COOH group
M4 PAM,pCIP destab,CRFBP-R2 block,CRFR2-BP ag,IDE cell activ,PHOSPHO1 inh,GalR3 antagonist,Molecule,IDE cell inh,MEKK3 PB1 HTS
2.9,-13.7,0.9,0.4,-4.6,28.3,-8.7,O=C(O)c1nn(-c2ccc(F)cc2)ccc1=O,2.5,101.0
5.9,x,-5.2,-0.5,2.6,x,-6.7,O=C(O)C(c1cccs1)C1(O)CCCCC1 (stereo unspecified),x,x
5.8,x,6.1,16.7,8.9,x,-6.6,C[C@H](CCC(=O)O)[C@H]1CC[C@H]2[C@@H]3CC[C@@H]4C[C@H](O)CC[C@]4(C)[C@H]3CC[C@]12C,1.0,x

# A few values from above:
# GalR3 antagonist with Oc1ccc(/C=N/Nc2ccc(C(F)(F)F)cn2)cc1 stands at -1.2
# CRFBP-R2 block with Cn1nc(-c2ccccc2)c2ncc(C(F)(F)F)cc21 stands at 9.6
# MEKK3 PB1 HTS with Cc1ccc(S(=O)(=O)NCCCCCC(=O)Nc2c(C)n(C)n(-c3ccccc3)c2=O)cc1 stands at 90.0

# Back to the main list; the 2 compounds before the break are reprinted first.
M4 PAM,pCIP destab,CRFBP-R2 block,CRFR2-BP ag,IDE cell activ,PHOSPHO1 inh,GalR3 antagonist,Molecule,IDE cell inh,MEKK3 PB1 HTS
5.8,x,6.1,16.7,8.9,x,-6.6,C[C@H](CCC(=O)O)[C@H]1CC[C@H]2[C@@H]3CC[C@@H]4C[C@H](O)CC[C@]4(C)[C@H]3CC[C@]12C,1.0,x
-4.0,2.0,-7.1,-0.9,-1.6,2.3,-2.5,CCOC(=O)Nc1cccc(Cl)c1C,5.8,98.0
1.1,-2.1,15.7,1.3,0.3,39.8,-1.9,COc1ccc(C(=O)NCC(=O)N/N=C/c2c(C)[nH]c3ccccc23)cc1OC,11.6,76.0
-9.7,-8.9,20.3,-0.1,-0.4,-7.9,-5.6,CCOC(=O)N1CCC(N2CCCC(CO)(Cc3cccc(OC)c3)C2)CC1 (stereo unspecified),2.7,96.0
-4.1,-10.3,14.3,-0.6,4.8,42.7,2.2,COc1ccc(-c2[nH]ncc2/C=N/NC(=O)c2ccncc2)c(OC)c1,-6.7,102.0
1.7,-13.2,13.6,0.9,1.8,14.3,-3.0,O=C(O)c1c2c(nc3ccccc13)/C(=C/c1ccc(OC(F)F)cc1)CCC2,-3.5,97.0

# Screening results (PubChem BioAssay)
